# mHTT CaM bind – mHTT-calmodulin interaction abrogation; inhibition, % at 15 µM; AlphaScreen His-mHTT/GST-CaM binding, luminescence; hit rate 3.6% among 190,000; P42858;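 also: 0% = both proteins with DMSO and 100% = one protein alone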
# Target sequence (P42858 whole entry, looked up, stated change not applied): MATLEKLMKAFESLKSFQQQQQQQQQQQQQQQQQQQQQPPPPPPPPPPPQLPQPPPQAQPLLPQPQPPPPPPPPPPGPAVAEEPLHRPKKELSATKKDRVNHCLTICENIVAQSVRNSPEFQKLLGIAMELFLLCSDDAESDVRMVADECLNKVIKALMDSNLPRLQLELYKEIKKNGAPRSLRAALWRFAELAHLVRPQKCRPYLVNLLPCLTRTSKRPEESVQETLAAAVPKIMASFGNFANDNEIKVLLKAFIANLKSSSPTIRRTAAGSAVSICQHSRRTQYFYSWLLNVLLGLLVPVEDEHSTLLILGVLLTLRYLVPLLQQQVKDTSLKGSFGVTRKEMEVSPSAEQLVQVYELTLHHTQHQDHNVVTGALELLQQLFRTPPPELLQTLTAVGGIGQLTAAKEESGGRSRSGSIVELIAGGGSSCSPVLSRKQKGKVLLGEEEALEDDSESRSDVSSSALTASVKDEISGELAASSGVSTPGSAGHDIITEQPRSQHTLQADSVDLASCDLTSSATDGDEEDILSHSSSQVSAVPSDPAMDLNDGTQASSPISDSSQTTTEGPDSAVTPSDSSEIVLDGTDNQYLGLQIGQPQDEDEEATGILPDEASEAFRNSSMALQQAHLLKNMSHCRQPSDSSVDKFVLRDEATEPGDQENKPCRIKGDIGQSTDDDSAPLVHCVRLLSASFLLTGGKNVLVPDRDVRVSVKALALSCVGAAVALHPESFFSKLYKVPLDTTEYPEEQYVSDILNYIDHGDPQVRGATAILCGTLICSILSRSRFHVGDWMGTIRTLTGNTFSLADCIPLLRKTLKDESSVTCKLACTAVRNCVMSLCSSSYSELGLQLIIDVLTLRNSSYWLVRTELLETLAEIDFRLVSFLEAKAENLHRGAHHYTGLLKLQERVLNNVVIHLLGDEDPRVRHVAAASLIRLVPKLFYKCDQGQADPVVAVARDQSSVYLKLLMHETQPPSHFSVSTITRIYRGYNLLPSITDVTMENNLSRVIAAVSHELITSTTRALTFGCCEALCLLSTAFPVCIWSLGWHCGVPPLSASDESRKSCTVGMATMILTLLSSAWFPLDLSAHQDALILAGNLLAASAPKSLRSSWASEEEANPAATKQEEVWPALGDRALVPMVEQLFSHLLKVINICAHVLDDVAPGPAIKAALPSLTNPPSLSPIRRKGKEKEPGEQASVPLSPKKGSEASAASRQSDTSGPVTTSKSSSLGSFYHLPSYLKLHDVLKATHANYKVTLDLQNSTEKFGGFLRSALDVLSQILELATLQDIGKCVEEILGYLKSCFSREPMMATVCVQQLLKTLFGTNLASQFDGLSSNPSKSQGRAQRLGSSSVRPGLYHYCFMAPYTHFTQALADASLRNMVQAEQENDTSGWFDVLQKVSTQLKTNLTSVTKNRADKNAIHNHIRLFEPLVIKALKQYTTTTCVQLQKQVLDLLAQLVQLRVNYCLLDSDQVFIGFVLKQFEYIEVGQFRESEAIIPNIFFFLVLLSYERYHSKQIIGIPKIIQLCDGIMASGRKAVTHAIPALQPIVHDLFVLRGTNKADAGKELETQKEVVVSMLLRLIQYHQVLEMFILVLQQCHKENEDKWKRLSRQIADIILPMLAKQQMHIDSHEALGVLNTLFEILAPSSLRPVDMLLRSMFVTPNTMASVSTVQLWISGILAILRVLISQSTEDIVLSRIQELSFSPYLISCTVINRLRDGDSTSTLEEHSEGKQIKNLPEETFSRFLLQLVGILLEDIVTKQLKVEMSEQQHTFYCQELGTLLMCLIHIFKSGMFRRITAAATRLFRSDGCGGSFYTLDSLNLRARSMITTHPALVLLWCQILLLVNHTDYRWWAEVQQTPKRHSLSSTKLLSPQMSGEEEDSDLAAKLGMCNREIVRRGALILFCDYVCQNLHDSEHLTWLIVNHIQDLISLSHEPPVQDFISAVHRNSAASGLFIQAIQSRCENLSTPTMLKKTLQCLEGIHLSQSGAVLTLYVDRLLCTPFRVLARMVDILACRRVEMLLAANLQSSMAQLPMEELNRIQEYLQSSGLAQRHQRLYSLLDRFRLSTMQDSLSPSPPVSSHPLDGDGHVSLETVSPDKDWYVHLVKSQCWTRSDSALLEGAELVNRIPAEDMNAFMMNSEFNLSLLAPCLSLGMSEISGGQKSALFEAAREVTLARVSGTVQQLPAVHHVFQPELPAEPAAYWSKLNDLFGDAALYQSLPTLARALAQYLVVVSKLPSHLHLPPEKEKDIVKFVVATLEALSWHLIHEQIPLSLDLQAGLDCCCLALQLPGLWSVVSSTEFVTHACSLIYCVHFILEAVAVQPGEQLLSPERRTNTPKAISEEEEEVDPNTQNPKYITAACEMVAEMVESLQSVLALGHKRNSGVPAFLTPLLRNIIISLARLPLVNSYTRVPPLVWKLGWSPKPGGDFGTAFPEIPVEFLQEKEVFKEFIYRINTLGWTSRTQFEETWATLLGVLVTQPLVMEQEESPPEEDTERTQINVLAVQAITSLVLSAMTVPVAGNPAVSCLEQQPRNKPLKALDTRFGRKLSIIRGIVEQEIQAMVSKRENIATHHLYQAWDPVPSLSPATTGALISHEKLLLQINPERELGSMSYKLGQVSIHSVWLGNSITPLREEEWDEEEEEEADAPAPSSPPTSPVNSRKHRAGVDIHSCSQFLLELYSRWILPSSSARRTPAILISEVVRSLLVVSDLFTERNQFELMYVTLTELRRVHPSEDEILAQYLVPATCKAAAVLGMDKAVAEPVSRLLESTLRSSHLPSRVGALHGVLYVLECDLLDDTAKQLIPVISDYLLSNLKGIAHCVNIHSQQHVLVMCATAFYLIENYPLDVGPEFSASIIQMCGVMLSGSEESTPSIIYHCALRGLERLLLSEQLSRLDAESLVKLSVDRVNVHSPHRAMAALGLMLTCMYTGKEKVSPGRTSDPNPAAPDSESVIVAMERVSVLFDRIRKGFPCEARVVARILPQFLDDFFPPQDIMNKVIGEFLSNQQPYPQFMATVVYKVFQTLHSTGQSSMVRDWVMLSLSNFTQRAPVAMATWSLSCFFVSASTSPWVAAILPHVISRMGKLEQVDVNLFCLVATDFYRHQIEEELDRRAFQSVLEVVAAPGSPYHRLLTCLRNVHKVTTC
# Pf apPOL inh – Pf-apPOL DNA polymerase inhibition; Recombinant Pf-apPOL, molecular beacon fluorescence, 1.5 h; inhibition, % at 10 µM; hit rate 0.25% among 210,000; AID 1794808
# Starred values were filed as active, the others as inactive; i = inactive; . = no result given; & = joins results of further samples. Rule as the data show it: active = inhibition above about 50%; inactive = the rest.
SMILES,mHTT CaM bind,Pf apPOL inh
COc1ccc(-n2ncc(C(=O)Nc3ccccc3Oc3ccccc3)c2C)cc1,.,-1.2
CCCNS(=O)(=O)c1ccc(F)c(C(=O)Nc2cc(Cl)cc(Cl)c2)c1,-5.0,1.3
O=C(NC1CCCc2ccccc21)C1(S(=O)(=O)c2ccc(Cl)cc2)CC1 (centres undefined),-9.0,-9.0
Cc1ccc2[nH]c(=O)c(-c3nc(-c4cccc(F)c4)no3)c(O)c2c1,-7.5,-2.5
Cn1nnnc1SCC(=O)Nc1nccs1,-8.0,.
O=C(c1ccccc1)N1CCNCC1,6.6,-5.2
Cc1ccc(C(=O)Nc2ccccc2C(C)C)c(Cl)c1,-9.9,-7.3
O=C(Nc1cccs1)N1CCCC(c2nnc(C(F)(F)F)o2)C1 (centres undefined),-1.7,-0.7
Cc1cc(=O)oc2cc(NC(=O)c3ccccc3C(=O)O)ccc12,.,5.7
O=C(Nc1ccc(Cl)c(Cl)c1)c1cc(S(=O)(=O)N2CCCCC2)ccc1F,-2.0,-3.1
O=C1c2ccccc2NC(c2ccc(Br)cc2)N1Cc1ccco1 (centres undefined),13.0,0.8
CC1(C)C(=O)NCCN1C(=O)CS(=O)(=O)c1ccc(F)cc1,-8.4,-3.4
COc1ccc(C2=NN(S(C)(=O)=O)C(c3cc4cccc(C)c4nc3Cl)C2)cc1 (centres undefined),9.0,-5.0
Nc1nonc1-c1noc(COc2ccccc2Cl)n1,-4.0,-5.2
O=C(c1ccc(N2CCNC(c3ccccc3)C2)nc1)N1CCCCC1 (centres undefined),12.6,2.6
CCOC(=O)c1c(N)n(CCOC(=O)c2ccco2)c2nc3ccccc3nc12,-4.3,-4.4
COc1cc(Cl)c(NC(C)=O)c(Cl)c1,.,-3.3
Cc1ccc(NC(=O)CN2C(=O)CC(c3ccc(F)cc3)=Nc3cccnc32)cc1C,3.8,-3.6
CC(=O)Nc1ccc(-c2noc(C3CCN(C(=O)c4cccc(N(C)C)c4)CC3)n2)cc1,20.5,-3.0
Cc1cc(NC(=O)C(=O)NCC(c2ccsc2)N2CCOCC2)no1 (centres undefined),-20.9,-2.4

# Entries listed so far with fluorine, in the order listed:
SMILES,mHTT CaM bind,Pf apPOL inh
CCCNS(=O)(=O)c1ccc(F)c(C(=O)Nc2cc(Cl)cc(Cl)c2)c1,-5.0,1.3
Cc1ccc2[nH]c(=O)c(-c3nc(-c4cccc(F)c4)no3)c(O)c2c1,-7.5,-2.5
O=C(Nc1cccs1)N1CCCC(c2nnc(C(F)(F)F)o2)C1 (centres undefined),-1.7,-0.7
O=C(Nc1ccc(Cl)c(Cl)c1)c1cc(S(=O)(=O)N2CCCCC2)ccc1F,-2.0,-3.1
CC1(C)C(=O)NCCN1C(=O)CS(=O)(=O)c1ccc(F)cc1,-8.4,-3.4
Cc1ccc(NC(=O)CN2C(=O)CC(c3ccc(F)cc3)=Nc3cccnc32)cc1C,3.8,-3.6

# A run of entries of the results above:
SMILES,mHTT CaM bind,Pf apPOL inh
COc1cc(Cl)c(NC(C)=O)c(Cl)c1,.,-3.3
Cc1ccc(NC(=O)CN2C(=O)CC(c3ccc(F)cc3)=Nc3cccnc32)cc1C,3.8,-3.6
CC(=O)Nc1ccc(-c2noc(C3CCN(C(=O)c4cccc(N(C)C)c4)CC3)n2)cc1,20.5,-3.0
Cc1cc(NC(=O)C(=O)NCC(c2ccsc2)N2CCOCC2)no1 (centres undefined),-20.9,-2.4

# The listing picks up, repeating the 3 entries before the break.
SMILES,mHTT CaM bind,Pf apPOL inh
Cc1ccc(NC(=O)CN2C(=O)CC(c3ccc(F)cc3)=Nc3cccnc32)cc1C,3.8,-3.6
CC(=O)Nc1ccc(-c2noc(C3CCN(C(=O)c4cccc(N(C)C)c4)CC3)n2)cc1,20.5,-3.0
Cc1cc(NC(=O)C(=O)NCC(c2ccsc2)N2CCOCC2)no1 (centres undefined),-20.9,-2.4
Cc1nc(C(=O)N2CCN(Cc3cccc(F)c3)CC2)c(C)n1C1CCN(C)CC1,1.7,-1.4
CCOc1ccc(NC(=O)C2CCN(c3cc(=O)n(C)c(=O)n3C)CC2)cc1,39.6,2.8
Cc1ccccc1-c1noc(C2CCCN2C(=O)NC2CCCCC2)n1 (centres undefined),4.5,2.9
O=C(N1CCCCC1)N1CCN(S(=O)(=O)c2ccccc2)CC1,3.4,-1.3
Cc1ccc(N2C=C(C#N)S(=O)(=O)c3ccc(C)cc32)c(Cl)c1,-5.1,3.0
CCOc1ccc(NC(=O)c2ccc(I)cc2)cc1,-3.5,5.1
O=C(Nc1ccc(Br)cn1)c1ccc(Cl)c([N+](=O)[O-])c1,4.0,-113.2
C=C(C)Cn1c(-c2ccc(N)cc2)nc2ccccc21,3.0&4.8,5.3&-2.8
Cc1nc2cc(-c3noc(-c4ccc(C)c(C)c4)n3)ccc2o1,-9.2,-3.5
CCCCNC(=O)c1oc2ccc(S(=O)(=O)N3CCOCC3)cc2c1C,12.0,-8.7
CCCOc1ccc(/C=c2\sc3nc(-c4cccnc4)nn3c2=O)cc1,10.0,-3.5
O=C(NCc1ccccc1F)C1CCc2nc(N3CCOCC3)ncc2C1 (centres undefined),-3.9,0.8
Cc1ccc(N=c2oc3ccccc3cc2C(=O)Nc2nccs2)c(C)c1,2.0,-0.5
COc1cc(-c2noc(C)c2-c2ccc(N(C)C)nc2)cc(OC)c1OC,14.5,4.4
COc1ccc(CC(=O)N2CCC(c3nc(CNC(=O)C4CCC4)cs3)CC2)cc1,-4.4,-5.8
Cc1ccccc1NC(=O)Cc1nc(-c2ccccc2)n[nH]1,3.6,-3.2
O=c1c2c(ncn1Cc1ccccc1)nc1n2CCC1,3.0,10.3
O=C(NC1CCCCNC1=O)c1cnn(-c2ccccc2)c1C(F)(F)F (centres undefined),.,8.8
COc1ccc(OC)c(C2=NOC(C(=O)Nc3cc(C)on3)C2)c1 (centres undefined),-4.1,-2.7
COc1cc(OC)c(N2C(=O)NC3CC2(C)Oc2ccc(Br)cc23)cc1Cl (centres undefined),34.0,-9.1
CCN(Cc1ccccc1)C(=O)C1CCN(CC2CC=CCC2)CC1 (centres undefined),-4.3,-6.9
CCCC(=O)Nc1nnc(C2CC(=O)N(c3ccc(F)cc3)C2)o1 (centres undefined),8.7,-5.7
COc1ccc(CN2C(=O)C=CC2=O)cc1,.,-4.7&1.4
CC(=O)C1=C(O)C(=O)N(c2cccnc2)C1c1ccc(F)cc1 (centres undefined),-1.1,-9.9
CCCn1cnnc1C1CCCN(C(=O)c2ccsc2)C1 (centres undefined),-7.6,-3.1
COc1cc(OC)c(NC(=O)NC2(c3nc(C)no3)CCCCC2)cc1Cl,-10.3,2.0
O=C(CSc1nnc2n1CCN2c1ccc(F)cc1)NCC1CCCO1 (centres undefined),-4.1,-8.6
O=c1c2c(nc(SCc3c(F)cccc3Cl)n1-c1ccccc1)CCS2,13.0,-0.6
Cc1ccc(NC(=O)c2ccc(-c3cccc(F)c3)nc2)cc1,-3.9,-0.8
Cc1ccccc1N1CC(C(=O)N2CCOCC2)CC1=O (centres undefined),-1.1,-4.4
COc1cc(C2CC(=O)Nc3cc(C)c(C)cc32)cc(Br)c1OC (centres undefined),98.3*,-7.8
COc1ccc(C2CC(=O)c3cnc(NC(=O)c4ccccc4)nc3C2)cc1OC (centres undefined),7.0,3.7
COc1ccc2c(c1)OC(=Cc1ccccc1O)C2=O,5.1,-11.8
COc1ccccc1C(=O)N/C(=C/c1ccc2c(c1)OCO2)C(=O)NCCCC(=O)O,-2.0,-5.1
Cn1c(CCNC(=O)c2ccc(Cl)s2)nc2cccnc21,-14.0,-5.6
Cc1nc(C)c(Cc2ccccc2F)c(N2CCN(C(=O)C(C)C)CC2)n1,9.1,-0.7
O=C(Nc1ccc(-c2nc3ccccc3s2)c(O)c1)c1ccc(Cl)c([N+](=O)[O-])c1,5.0,-2.1
CCOC(CNC(=O)c1ccc2c(c1)nc(C)n2-c1cc(Cl)ccc1OC)OCC,52.0*,-1.3
O=C1CCCC(=O)C1C(=O)c1ccc(C(F)(F)F)cc1[N+](=O)[O-],.,3.9
O=C(Nc1ccccc1OC(F)(F)F)c1cn2c(n1)CCCC2,6.7,-4.7

# Complete entries, looked up by structure.
# Listed for Cn1nnnc1SCC(=O)Nc1nccs1 → mHTT CaM bind = -8.0; Pf apPOL inh = .
# Listed for CCCn1cnnc1C1CCCN(C(=O)c2ccsc2)C1 (centres undefined) → mHTT CaM bind = -7.6; Pf apPOL inh = -3.1

# (more compounds)
SMILES,mHTT CaM bind,Pf apPOL inh
COc1ccc([C@H]2C[C@H](n3cc(-c4ccc(F)cc4)nn3)[C@@H](O)CN2Cc2cccs2)cc1,63.0*,-2.9
O=C(Cn1cc(/C=N/O)c2ccccc21)Nc1ccc(F)cc1,i,0.6
COC(=O)c1cc(NC(=O)C23CCC(C)(C(=O)C2=O)C3(C)C)cc(C(=O)OC)c1 (centres undefined),12.8,-9.1
Cc1c(NC(=O)C2CCN(S(=O)(=O)c3ccccc3)CC2)c(=O)n(-c2ccccc2)n1C,-0.9,-1.0
CCC(=O)N1CCc2cc(S(=O)(=O)CCC(=O)Nc3ccccc3F)ccc21,7.0,-2.6
CCC(CC)C(=O)N1CCCN(C(=O)C(CC)CC)CC1,-4.9,0.1
Cc1cc(NC(=O)c2cc3c(=O)n4cccc(C)c4nc3s2)no1,4.2,3.4
C=CCn1c(SCC(=O)N2CCCCC2)nc2sc(C)c(C)c2c1=O,3.0,-5.0
CC1(C)CC(=O)C(C=Nc2ccccc2O)=C(O)C1,3.0,-2.9
CCn1c(=O)c(-c2ccc(C(=O)Nc3cc(C)ccc3C)cc2)nc2cccnc21,-2.7,-5.4
CN(C)C(C(=O)Nc1ccc2c(c1)OCO2)c1ccccc1 (centres undefined),2.0,-6.3
O=C(NCc1cccnc1)c1ccccc1NC(=O)C(c1ccccc1)c1ccccc1,12.9,-6.5
c1ccc(Oc2nc(Oc3ccccc3)nc(Oc3ccccc3)n2)cc1,-5.2,10.2
Cc1ccc(C2C(C(=O)c3ccco3)=C(O)C(=O)N2CCCN(C)C)o1 (centres undefined),-6.2,.
O=C(O)COc1ccc(C=C2C(=O)c3ccccc3C2=O)cc1Cl,0.0,4.2
O=C(Nc1cccnc1)c1ccccc1Br,0.5,-4.6
CC(=O)N1CCN(c2nc3c(s2)CC(C(=O)Nc2ccc(C)cc2C)CC3)CC1 (centres undefined),25.7,-7.5
CC12CC3CC(C)(C1)CC(CC(=O)NN)(C3)C2,-5.8,.
O=C(NC1CCCCCC1)c1csc(-c2ccc(N3CCCC3)nc2)n1,-11.1,-1.7
O=C(Nc1c2c(nn1-c1ccc([N+](=O)[O-])cc1)CS(=O)(=O)C2)c1ccc(Cl)c([N+](=O)[O-])c1,18.0,-1.6
Fc1ccc(Cn2cc(-c3noc(-c4cccc(F)c4)n3)nn2)cc1,-16.6,-2.3
COc1ccc(/C=C2\SC(N3CC(C)OC(C)C3)=NC2=O)cc1 (centres undefined),-2.0,2.2
COc1cc(/C=C2/C(=O)ON=C2C)ccc1OC(C)C,36.0,11.4
CCC1CN(C(=O)NCc2ccc(F)cc2)c2cc(C)ccc2O1 (centres undefined),-7.3,-1.9
O=C(CNc1ccccc1Cl)c1ccccc1,100.2*,0.8
CCC(C)NC(=O)c1ccc(-c2ccccc2)nc1 (centres undefined),-6.9,-4.3
CC(=O)NCc1csc(C2CCCN(S(=O)(=O)c3ccc4c(c3)CCC4)C2)n1 (centres undefined),10.4,-5.6
Fc1ccc(C=Nc2ccc(Cl)cn2)cc1,-9.4,.
CN(C)c1ccc(NC(=O)c2cccc(I)c2)cc1,79.5*,-3.1
CCCc1cc(=O)[nH]c(SCC(=O)Nc2ccc(OC)c(OC)c2)n1,-1.5,-7.4
CCN1C(=O)/C(=C2\C=Cc3ccccc3N2CC)SC1=Nc1ccc(OC)cc1,55.0*,0.6
Cc1ccc(S(=O)(=O)N(CC(=O)NC2CC2)C2CCCCC2)cc1,-3.8,-6.1
COc1ccc(C(=O)Oc2cc(C)c3c(c2)OC(=Cc2cccnc2)C3=O)cc1OC,-6.5,-2.8
COc1ccccc1C=Cc1nc(-c2ccc(=O)[nH]c2)no1,-0.1,1.5
COC(=O)C(C#N)c1ccc(C(F)(F)F)cc1[N+](=O)[O-] (centres undefined),.,-12.6
Cc1cccc(-n2c(N)cc(=O)nc2SC(C)C(=O)Nc2ccccc2)c1 (centres undefined),5.0,5.3
N#Cc1cccc(C(=O)NC2CCN(c3ccc(F)cc3)C2=O)c1 (centres undefined),1.7,-2.8
Fc1cccc(F)c1CN1CCCC1,0.7,2.0
CCSc1nc2sc3c(c2c2nnnn12)CCN(C)C3,9.0,-27.5
C=COCCNC(=O)C(=O)Nc1cccc(C(F)(F)F)c1,-9.0,-0.4
COc1ccc(C2=NN(C(=O)CCC(=O)O)C(c3cccs3)C2)cc1 (centres undefined),1.0,-7.5
NNC(=O)c1nnn(-c2nonc2N)c1-c1ccccc1,3.1,-1.4
Cc1cccc(S(=O)(=O)N2CCC(c3noc(-c4ccccc4)n3)CC2)c1,-1.1,-1.8
CCn1cnc2sc(C(=O)NCc3ccccn3)c(C)c2c1=O,-4.0,1.1
CCCCOc1ccc(C2=N/C(=C\c3ccccc3OC)C(=O)O2)cc1,0.0,-0.5
COc1ccccc1-n1c(SCC(=O)NCc2ccccc2)nc2c(c1=O)SCC2,-4.0,2.5
CC1=NN(c2nc(-c3ccc(C#N)cc3)cs2)C(=O)C1,16.4,-5.5
CC(C)CCNC(=O)C1c2ccccc2CC(=O)N1Cc1ccccc1 (centres undefined),-7.7,-2.8
Cc1cccc(NC(=O)c2cc(S(=O)(=O)N3CCc4ccccc43)ccc2F)c1C,-12.0,-4.6
CCCCOc1ccc(C(=O)NCC2CN(c3ccccc3)C(=O)O2)cc1 (centres undefined),-18.0,-0.4
COc1cccc(-n2nc(C(=O)N3CC(C)CC(C)C3)c3ccccc3c2=O)c1 (centres undefined),18.0,-1.6
C/C(=N/O)c1ccc(/C(C)=N/O)cc1,5.9,.
COc1cc(OC)cc(C(=O)Nc2c3c(nn2-c2ccc([N+](=O)[O-])cc2)CSC3)c1,12.0,-1.8
O=C(Nn1cnnc1)c1ccccc1Cl,-7.0,-17.4
O=C(NC1CCCCC1)c1cccc(C2CCCN(C(=O)c3ccccc3)C2)c1 (centres undefined),15.2,-7.4
